SENP8 block-1: SENP8 (human) protease inhibition; Q96LD8; recombinant SENP8, Nedd8 substrate fluorescence; inhibition, % at 20 µM; actives 0.64% (n = 360,000); AID 602440; in the data active = inhibition mostly above about 40%, no sharp cut-off; inactive = mostly below about 27%
Target sequence (Q96LD8 whole entry, looked up): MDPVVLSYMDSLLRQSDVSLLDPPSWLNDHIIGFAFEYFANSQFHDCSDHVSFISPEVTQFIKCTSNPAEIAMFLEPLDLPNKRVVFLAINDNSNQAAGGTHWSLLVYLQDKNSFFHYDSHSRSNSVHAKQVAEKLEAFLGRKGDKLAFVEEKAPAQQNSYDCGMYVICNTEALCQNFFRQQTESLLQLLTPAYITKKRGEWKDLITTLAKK
SENP6 block: inhibitors of human SENP6 protease | inhibition, % at 10 µM | actives 1.8% (n = 330,000) | Recombinant SENP6 catalytic domain, aminoluciferin luminescence;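 active = inhibition above about 50% at the single tested dose, limit read from the data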;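 also: plate controls were DMSO wells with enzyme for no effect and DMSO wells lacking enzyme for full effect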
Target sequence (Q9GZR1 628-1112 limits assumed): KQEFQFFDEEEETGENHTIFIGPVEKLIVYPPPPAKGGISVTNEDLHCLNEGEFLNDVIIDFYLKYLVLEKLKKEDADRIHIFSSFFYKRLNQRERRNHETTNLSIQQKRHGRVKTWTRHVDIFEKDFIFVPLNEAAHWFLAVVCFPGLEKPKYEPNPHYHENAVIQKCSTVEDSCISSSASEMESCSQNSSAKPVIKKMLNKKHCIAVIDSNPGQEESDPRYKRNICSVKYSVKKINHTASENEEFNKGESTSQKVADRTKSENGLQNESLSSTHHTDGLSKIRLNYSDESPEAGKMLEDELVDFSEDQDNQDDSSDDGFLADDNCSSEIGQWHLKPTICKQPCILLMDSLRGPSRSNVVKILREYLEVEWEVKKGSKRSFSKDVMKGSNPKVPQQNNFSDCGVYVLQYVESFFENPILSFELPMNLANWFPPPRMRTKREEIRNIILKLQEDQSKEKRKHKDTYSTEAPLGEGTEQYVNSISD
SENP7 inh: inhibitors of human SENP7 protease; AID 434973; actives 1.5% (n = 330,000); Q9BQF6; inhibition, % at 5 µM; recombinant SENP7, Z-RLRGG-aminoluciferin luminescence, 40 min;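 active = inhibition above about 50% at the single test dose, limit read from the data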;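 also: plate controls were DMSO with enzyme for no effect and no enzyme buffer wells for full effect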
PfGluPho inh: PfG6PD (Plasmodium falciparum) enzyme inhibition | PfGluPho enzyme, NADPH resazurin-diaphorase fluorescence | inhibition, % at 20 µM | actives 0.78% (n = 350,000) | AID 504690;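 active = inhibition reaching at least a set limit at 20 µM in the primary screen, cut at about 59% in these data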;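 also: 0% = DMSO wells with substrate and 100% = DMSO wells lacking glucose-6-phosphate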
MIN6 prolif: MIN6 beta-cell proliferation induction; MIN6 cells proliferation, ATPlite luminescence, 48 h; cells starved in 0.2% serum; 100% = growth in 10% serum; proliferation, % at 10 µM; actives 0.29% (n = 330,000);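 active = compounds whose signal lies at least 3.5 SD above the mean of all wells on their plate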;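 also: 0% = DMSO-treated cells in low-serum medium and 100% = 10% serum control; some compounds called inactive have numbers as strong as hits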
SENP8 block-2: blocks the human protease SENP8 | actives 1.2% (n = 330,000) | purified SENP8, Z-RLRGG-aminoluciferin cleavage, luminescence | Q96LD8 | inhibition, % at 10 µM | AID 2540; in the data active = inhibition above about 50%
HKDC1 inh: blocks human hexokinase HKDC1 activity. Q2TB90. recombinant HKDC1, G6PDH/diaphorase resazurin coupled fluorescence. inhibition, % at 20 µM. actives 0.16% (n = 340,000). AID 493160;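 active = inhibition above about 35% when tested at 20 µM, limit read from the data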;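 also: plate controls were DMSO wells with enzyme for no effect and DMSO wells lacking enzyme for full effect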
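Material: recombinant HKDC1 hexokinase; Amount: HKDC1 at 5 µg/mL; Medium: Tris pH 8.0 buffer with MgCl2, Tween-20, BSA, BME; Schedule: 90 min reaction incubation at room temperature, dark; Technique: coupled resazurin fluorescence, excitation 525 nm, emission 613 nm.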
UBC13 polyUb: human UBC13 polyubiquitination inhibition; inhibition, % at 20 µM; P61088; UBC13 polyubiquitin chain formation, TR-FRET; actives 0.47% (n = 330,000); in the data active = inhibition above about 45%, passing the limit was not always enough
Target sequence (P61088 whole entry, looked up): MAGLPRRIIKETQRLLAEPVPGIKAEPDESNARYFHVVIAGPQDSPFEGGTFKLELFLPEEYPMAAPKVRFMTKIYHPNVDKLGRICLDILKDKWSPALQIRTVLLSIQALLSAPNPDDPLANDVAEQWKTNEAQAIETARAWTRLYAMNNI
SENP1 inh: SENP1 (human) catalytic domain inhibition. Q9P0U3. actives 0.21% (n = 360,000). inhibition, % at 10 µM. recombinant SENP1 catalytic domain, CyPet-SUMO1-YPet FRET cleavage;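 active = inhibition at least 30% at 10 µM, raw YFP signal under a set limit, fluorescence ratio 0.5 to 1.5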;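 also: 0% = enzyme with DMSO and 100% = no enzyme wells; some results filed as inactive read as strong as hits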
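material = recombinant human SENP1 catalytic domain, His6-tagged | quantity = 20 pM enzyme | reagent = 25 nM SUMO1 FRET substrate | compound dosing = 10 µM single point, 0.5% DMSO | timing = 50 min enzyme reaction, room temperature, light-protected | detection = FRET, CFP and YFP emission | control set = no-enzyme low, enzyme-DMSO high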
Numbers without * were called inactive; . = not tested or not shown. Rows were taken by chance; about 4% have a hit in one of these screens.

Values run as follows: SENP6 block	HKDC1 inh	PfGluPho inh	SENP7 inh	SENP8 block-1	SENP8 block-2	UBC13 polyUb	SENP1 inh	MIN6 prolif
CCC(=O)Nc1ccccc1N1CCN(S(C)(=O)=O)CC1
  1	-6	-2	5	16	-4	4	3	-3
Cc1nc2ccccn2c1C(=O)N/N=C/c1cc(C)n(-c2ccc(Br)cc2)c1C
  -10	-13	2	-1	-112	5	2	-10	-1
CC(C)CC(c1nnnn1C(C)C)N1CCN(c2ccccc2)CC1 (stereo not drawn)
  -15	-4	-15	1	5	-3	-3	2	7.3*
COc1cccc(NC(=O)C2CCC2)c1
  -8	-6	-10	-12	1	-9	-5	1	-3
O=C(C1CCN(S(=O)(=O)N2CCOCC2)CC1)N1CCN(Cc2ccccc2)CC1
  -18	-3	-5	-8	20	1	-9	-1	-1
COc1ccc(Cc2nc3ccc(C(=O)NC4CCOC4)cc3o2)cc1 (stereo not drawn)
  -9	0	-1	4	12	-9	6	-2	3
COc1ccc([N+](=O)[O-])c(OC)c1C(=O)NC(=O)Nc1nc(C)cc(C)n1
  -8	-1	30	2	-3	5	5	0	0
CSCCC(NC(=O)C1CCC(C)CC1)C(=O)O (stereo not drawn)
  -3	-1	-18	6	6	5	3	0	2
O=C1/C(=C/c2cccnc2)SC(=S)N1Cc1ccco1
  .	4	12	.	21	.	.	4	.
CC(C)(C)C(=O)N1CCC(O)(CS(=O)(=O)Cc2ccc(Cl)cc2)CC1
  -2	-4	-2	5	9	-2	5	0	0
CCOC(=O)c1c(N)c2cc([N+](=O)[O-])ccc2n1C
  -13	-4	2	-9	47*	1	-44	4	-2
Cc1cc(=O)n2nc(N3CCC(C(=O)NCc4ccccc4)CC3)sc2n1
  1	-2	2	-5	4	0	-10	-2	3
CCCNC(=O)c1ccc(N2CCC3(CC2)CC(c2cccc(Br)c2)=NO3)c(NC(=O)c2ccc(Br)cc2)c1
  -6	-3	1	-12	10	3	-19	1	-4
O=C(O)CCCN1C(=O)/C(=C/c2ccncc2)SC1=S
  0	-5	4	-5	13	1	-12	2	-1
CCOC(=O)CSc1ncnc2c1c(-c1ccccc1)cn2-c1ccc(OC)cc1
  -2	-10	1	-7	-1	-2	11	0	0
Cc1c(C(=O)Nc2ccc(C(F)(F)F)cc2)sc2ncn(CC(=O)N3CCN(c4ccccn4)CC3)c(=O)c12
  0	-1	3	-4	-41	-5	2	1	-2
c1ccc2c(c1)NC1(CCCCCC1)n1c-2nc2ccccc21
  32	1	10	28	-248	13	3	0	2
CC(C)(C)N(C=C(Cl)Cl)C(=O)NC1CCCCC1
  7	6	-11	4	16	0	-6	2	-2
CCOc1ccc(-c2c(C(=O)N/N=C(\C)c3ccccc3OC)nnn2-c2nonc2N)cc1
  -5	-5	-5	15	3	-5	-4	2	-2
COc1ccc(C(=O)NCCCn2cccn2)cc1OC1CCN(C(C)=O)CC1
  1	-1	3	5	0	2	3	-1	-1
Clc1nc2ccccc2cc1-c1nnn(-c2ccccc2)n1
  7	-4	1	33	-12	8	-1	-1	-5
CCOc1cc(/C=N/NC(=O)c2ccc(CSc3nncn3C)cc2)ccc1OCC(=O)N1CCOCC1
  -17	-9	8	2	-10	-4	-22	1	-2
Cn1cccc1-c1nc2ccc(NC(=O)c3ccccc3)cc2[nH]1
  2	-3	10	-3	-25	-3	-5	4	-3
CCOc1cc(/C=C2\C(=N)N3N=C(S(C)(=O)=O)SC3=NC2=O)ccc1OCCOc1cccc(OC)c1
  3	9	-17	1	-8	1	-14	-17	-3
CCN(c1cccc(C)c1)S(=O)(=O)c1cc2c3c(c1)CCN3C(=O)CC2
  -10	-3	10	1	8	-1	-3	3	2
C=C(C)CNC(=S)N/N=C/C1=CCC2CC1C2(C)C (stereo not drawn)
  9	-3	19	1	13	21	-2	5	-7
CC(=O)Nc1ccc(S(=O)(=O)NCc2nnnn2-c2ccc(F)cc2)cc1
  -28	2	2	-11	5	-7	-6	-2	0
CCc1ccc(-c2cc(C)no2)cc1S(=O)(=O)N1CCN(c2ccccc2OC)CC1
  12	1	13	5	20	4	-3	-1	-3
Cc1cccc(OCC(=O)NCc2ccc(F)cc2)c1
  -15	-3	-10	1	20	4	8	2	-2
Cc1sc2c(c1C)C(=O)NC(c1cccc(O)c1)N2 (stereo not drawn)
  22	.	.	10	.	7	4	.	0
CC1CCCN(C(=O)c2ccccc2OC2CCN(S(C)(=O)=O)CC2)C1 (stereo not drawn)
  -14	-8	-3	3	14	0	4	0	1
O=C(CNC(=O)c1ccccc1Cl)Nc1ccncc1
  -12	-1	-8	-2	20	3	-3	2	-4
Cc1ccc(Cl)cc1NC(=O)Cn1cc2c(n1)CCCC2
  -6	-3	-4	7	16	1	13	4	-4
Cc1ccc(N=Cc2c(O)n(C)c(=O)n(C)c2=O)nc1
  -7	-11	-14	2	-68	-7	-7	5	-3
CCOC(=O)c1ccc(N2CCCCC2)c(NS(=O)(=O)c2ccc(C)cc2)c1
  -6	7	6	2	13	-3	3	2	-4
CC(C)Cn1c(N)c(C(=O)COC(=O)Cc2cccc(C(F)(F)F)c2)c(=O)n(C)c1=O
  -17	4	14	5	-19	-9	1	-10	-6
C=CCN(c1ccccc1)S(=O)(=O)c1cccc(C(=O)N2CCCC2)c1
  -9	-2	-5	8	20	15	5	3	0
CNC(=O)C1CC(=O)N(CCCc2ccccc2)C(=Nc2ccccc2)S1 (stereo not drawn)
  -10	4	-8	6	14	2	7	2	-1
Cc1ccc(Cl)cc1-n1c(=O)cc(N2CCN(C(=O)c3ccco3)CC2)[nH]c1=O
  2	-4	-10	-2	10	2	3	-12	0
O=C(c1ccccc1-c1nc2ccccc2[nH]1)N1CCCCC1
  -14	-6	-16	-2	5	3	1	1	2
C=CCC(NCc1ccco1)c1ccc(OC)c(OC)c1 (stereo not drawn)
  5	-2	-14	-7	4	0	-10	2	0
CC(=O)Cc1nsc(NC(=O)c2ccc(-c3cccc(Cl)c3)o2)n1
  -3	2	8	2	-334	-5	-12	2	-2
CCN(C(=O)COC(=O)c1cc(C)oc1C)c1c(N)n(Cc2ccccc2)c(=O)[nH]c1=O
  1	-4	6	0	0	-3	7	0	3
CC(=O)c1ccc(Oc2nc(-c3cccnc3)nc3ccccc23)cc1
  -6	3	5	10	-26	3	12	-8	0
Cc1cccc(OCc2nc(C)cc(=O)[nH]2)c1
  .	-3	-10	.	25	.	.	3	.
Cc1ccc(C(=O)Nc2nccc(-c3cccs3)n2)cc1
  -14	-5	37	-10	-7	-10	-7	0	-1
CC1CCN(C(C(=O)Nc2ccc(C(C)C)cc2)c2ccc3c(c2)OCO3)CC1 (stereo not drawn)
  3	5	22	-6	12	-2	8	2	-6
COc1ccc(C[C@H]2CN3C(=NC[C@@H]3Cc3ccc(O)cc3)N2C[C@H](C)NC(=O)c2ccc(C)c(Br)c2)cc1
  -6	5	-13	-12	12	-14	59*	-1	-9
COc1ccc(C(CNC(=O)c2[nH]c(C)c(C(C)=O)c2C)N2CCOCC2)cc1 (stereo not drawn)
  -14	-1	-8	-7	-2	-10	9	-2	-1
Cc1ccc(-n2c(C)cc(/C=N/Nc3ccc([N+](=O)[O-])cn3)c2C)cc1
  -20	0	12	9	29	0	-37	39	0
CC(=O)C1=C(O)C(=O)N(c2ccc(O)cc2)C1c1cccc(F)c1 (stereo not drawn)
  -10	6	-1	-4	-30	-6	-4	0	-3
COc1ccc2[nH]c3c(c2c1)CCNC3C1CC=C(C)CC1 (stereo not drawn)
  -3	-10	10	2	6	-3	16	-2	-5
NC(=O)c1nc(-c2ccccc2)c(-c2ccccc2)[nH]c1=O
  -15	4	-18	5	-472	1	15	-17	-1
CCCCn1c(N)c(N(CCC(C)C)C(=O)CN2C(=O)C3CCCCC3C2=O)c(=O)[nH]c1=O (stereo not drawn)
  7	8	-16	2	-2	4	-5	-5	1
COc1cc(/C=N/NS(=O)(=O)c2ccc(C(C)(C)C)cc2)cc([N+](=O)[O-])c1O
  6	-7	-11	-5	12	-4	-41	4	-4
CCOC(=O)c1c(NC2=NS(=O)(=O)c3ccccc32)sc2c1CCC(C)C2 (stereo not drawn)
  -5	-7	-9	-2	-210	-13	-23	-68	1
CCn1c(C(C)NC(=O)c2ccc(Cl)cc2)n[nH]c1=S (stereo not drawn)
  0	-6	28	-6	10	1	-8	3	-1
O=C(C1=C[C@@H](C2CCCCC2)C[C@@H](OCc2ccc(CO)cc2)O1)N1CCN(Cc2ccc3c(c2)OCO3)CC1
  1	2	26	15	6	-14	6	2	-9
CCOc1cccc(/C=N/N2C(C)CCCC2C)c1O (stereo not drawn)
  -10	2	-1	0	5	-3	0	-2	-4
CCOCCCNC(=S)N1CCC(C(=O)c2ccc(C)cc2)CC1
  8	-8	5	0	15	0	-5	1	-2

Structures listed so far shown as hits in UBC13 polyUb.
| molecule | SENP6 block | HKDC1 inh | PfGluPho inh | SENP7 inh | UBC13 polyUb | SENP1 inh |
| --- | --- | --- | --- | --- | --- | --- |
| COc1ccc(C[C@H]2CN3C(=NC[C@@H]3Cc3ccc(O)cc3)N2C[C@H](C)NC(=O)c2ccc(C)c(Br)c2)cc1 | -6 | 5 | -13 | -12 | 59* | -1 |

Among those listed so far, 2 contain a COOH group.
Values run as follows: SENP6 block	HKDC1 inh	PfGluPho inh	SENP7 inh	SENP8 block-1	SENP8 block-2	UBC13 polyUb	SENP1 inh	MIN6 prolif
CSCCC(NC(=O)C1CCC(C)CC1)C(=O)O (stereo not drawn)
  -3	-1	-18	6	6	5	3	0	2
O=C(O)CCCN1C(=O)/C(=C/c2ccncc2)SC1=S
  0	-5	4	-5	13	1	-12	2	-1

The results go on.
Values run as follows: SENP6 block	HKDC1 inh	PfGluPho inh	SENP7 inh	SENP8 block-1	SENP8 block-2	UBC13 polyUb	SENP1 inh	MIN6 prolif
CCOc1ccc(N(C)S(=O)(=O)c2ccc3[nH]cc(C(=O)NCCOC)c(=O)c3c2)cc1
  -15	3	3	-6	-1	3	4	-1	-1
CC(C)CSC1=NSC2=NC(=O)/C(=C\c3cccs3)C(=N)N12
  68*	14	-25	11	10	34	-15	-6	-3
Cc1ccc(C(=O)N2CCC3(CC2)Oc2ccc(Cl)cc2C(=O)C32CC(c3ccc(Cl)cc3)=NO2)s1 (stereo not drawn)
  -17	1	-3	5	-6	-21	-21	3	-6
Cc1ccc(O)c(NC(=O)C2CCCCC2)c1
  -3	-1	-11	-3	22	-8	-6	2	-2
O=C(Oc1c(Br)cc([N+](=O)[O-])cc1Br)c1cccnc1
  5	-1	-15	-7	36	0	-24	-4	-2
COc1ccc2c(c1)[C@H]1[C@H](CO2)[C@H](c2ccccc2)[C@]2(C)C(=O)N[C@H](C)C(=O)N12
  -12	-4	-1	4	-17	-6	-2	1	0
O=C1CC(c2ccco2)CC(O)=C1C=Nc1cc(Cl)cc(Cl)c1 (stereo not drawn)
  -35	4	23	-5	6	-37	-13	2	0
CCn1c(SCC(=O)Nc2sc3c(c2C#N)CCCC3)nnc1-c1ccco1
  1	2	-24	12	22	4	-2	0	-5
COc1ccc(-c2nnc(SCc3c(C)noc3C)n2N)cc1OC
  -3	-9	2	-4	10	-8	17	0	-1
CC(C)C1CC(c2ccccc2)(C(CN)CO)CCO1 (stereo not drawn)
  12	-6	14	6	17	4	5	-2	-1
CCc1cc2cccc(C)c2nc1SCC(=O)Nc1cc(C)on1
  -20	-6	-6	-7	4	-8	23	0	-3
